Screens from PubChem BioAssay.
FN deposition inh: inhibitors of fibronectin matrix deposition, primary screen, AH1F cells, Alexa488-fibronectin fluorescence, plate reader; AH1F fibroblasts, overnight; inhibition, % at 12.6 µM; 0.086% of 350,000 active;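 active = mean inhibition across replicates of 30% or more, regardless of how many single replicates reach that level; inconclusive = mean under 30% yet at least half of replicates reach 30%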;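 note: positive control wells lacked labelled fibronectin entirely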
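Assay system: AH1F fibroblasts assembling fluorescent fibronectin matrix; Amount: 10000 AH1F cells per well; Buffer or medium: DMEM, 2% serum; Probe or stimulus: Alexa488-fibronectin, 24 nM final in well; Doses: single compound dose, delivered by pin transfer; Incubation: 1 h adhesion, overnight exposure; Measured by: fluorescence 485/525 nm; Read-out: fibronectin deposition inhibition.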
EWS-Fli inh: EWS/Fli-driven NR0B1 reporter inhibitors, primary screen, A673 cells, NR0B1 luciferase, luminescence, MLPCN library; viability-normalised; AID 651661, 2012; 0.67% of 350,000 active; inhibition, % at 12.6 µM;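 active = mean inhibition of at least 50% after viability correction, with every replicate also passing that limit; inconclusive = mean reaches 50% but only one of two replicates passes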;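 note: firefly luciferase signal divided by Alamar Blue viability fluorescence both relative to DMSO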
S100A4 inh HTS: inhibitors of S100A4-myosin IIA peptide binding, primary screen, biochemical, fluorescence polarization, TAMRA-MyoIIA peptide; Protein S100-A4 (Homo sapiens), P26447; inhibition, % at 10.7 µM; 0.14% of 360,000 active; AID 652163, 2013;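 active = mean inhibition of at least 70% across replicates, with every replicate also reaching that level; inconclusive = mean inhibition reaches 70% but some replicates fall short; inactive = mean inhibition below 70%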
Target sequence (P26447 whole entry, looked up): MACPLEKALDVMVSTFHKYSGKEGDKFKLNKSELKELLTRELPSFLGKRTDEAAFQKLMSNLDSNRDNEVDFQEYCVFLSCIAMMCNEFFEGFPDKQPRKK
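Material: human S100A4 monomer with TAMRA-labelled myosin IIA peptide; buffer or medium: HEPES pH 7.2 with CaCl2, KCl, NaCl, DTT, Triton; compound dosing: one concentration per compound; schedule: 5 min incubation before reading; benchmarks: neutral control DMSO, positive control TFP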
E-selectin induc: E-selectin induction in HUVECs, primary screen, imaging, HUVEC, immunofluorescence imaging, single point | normalized: neutral wells 0, TNF-alpha wells 100 | 0.37% of 260,000 active | P16581 | activation, % at 7.58 µM | AID 686992, 2013;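 active = mean E-selectin-positive cell signal at least 10% of the positive control, reached in at least 60% of replicates, without over 20% cell loss; inconclusive = no rule given, readout overlaps actives, possibly toxicity-flagged; inactive = the rest, including those meeting only one limit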;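 note: in these data hits start at about 27%; measured in HUVEC primary endothelial cells; signal is the percent of cells scored E-selectin positive by PE staining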
Target sequence (P16581 whole entry, looked up): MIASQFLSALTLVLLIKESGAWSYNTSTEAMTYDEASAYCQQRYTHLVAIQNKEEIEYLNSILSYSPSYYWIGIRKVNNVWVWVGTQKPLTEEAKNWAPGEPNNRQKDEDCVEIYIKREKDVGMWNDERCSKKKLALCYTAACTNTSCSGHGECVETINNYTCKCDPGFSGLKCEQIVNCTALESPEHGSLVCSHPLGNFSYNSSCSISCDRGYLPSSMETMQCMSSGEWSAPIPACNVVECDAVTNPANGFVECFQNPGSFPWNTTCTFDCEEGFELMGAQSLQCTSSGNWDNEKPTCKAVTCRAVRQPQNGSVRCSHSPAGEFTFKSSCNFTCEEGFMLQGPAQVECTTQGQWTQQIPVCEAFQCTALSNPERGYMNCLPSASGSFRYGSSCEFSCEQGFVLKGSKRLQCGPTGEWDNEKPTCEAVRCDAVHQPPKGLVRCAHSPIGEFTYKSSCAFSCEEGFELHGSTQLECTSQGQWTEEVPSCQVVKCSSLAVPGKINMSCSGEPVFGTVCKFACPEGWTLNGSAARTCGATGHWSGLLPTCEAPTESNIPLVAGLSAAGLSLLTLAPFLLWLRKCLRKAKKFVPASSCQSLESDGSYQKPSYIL
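Test system: HUVEC | Signal: Immunofluorescence imaging | Read-out: Percent E-selectin-positive cells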
RAD54 inh: inhibitors of human RAD54 branch migration, primary screen, biochemical, fluorescence, single point; DNA repair and recombination protein RAD54-like (Homo sapiens), Q92698; 0.14% of 360,000 active; RAD54 Holliday junction branch migration, FAM/BHQ fluorescence; AID 602329, 2012; inhibition, % at 10.4 µM;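 active = mean normalized replicate activity at least 40 and at least half of replicates scoring 40 or more; inconclusive = only one of the two criteria met; inactive = mean below 40 and under half of replicates reaching 40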;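 note: 0% = median of neutral control wells and 100% = median of positive control wells; inhibitors cause a drop in the FAM fluorescence signal; in these data hits start at about 50%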
Xi reactivation: activators of inactive X chromosome reactivation, primary screen, imaging, XiGFP fibroblasts, GFP high-content imaging, set 2. XiGFP mouse fibroblasts, % GFP-positive cells imaging, 3 d; cells co-treated with 5-aza-dC sensitizer; scaled so ellipticine positive control = 100%. activation, % at 7.58 µM. 0.055% of 360,000 active. AID 743238, 2013;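 active = mean normalized replicate activation at least 10% and every replicate at or above 10%; inconclusive = only one of the two criteria met; inactive = mean below 10% and not all replicates reach 10%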;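 note: 0% = median of on-plate neutral control wells and 100% = ellipticine 6 µM median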
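Assay system – SV40-immortalized XiGFP fibroblast cells, line 68-5-11 · Buffer or medium – DMEM supplemented with 5-aza-dC as sensitizing agent · Dosing – one concentration, pinned · Benchmarks – positive control ellipticine, 6 µM final · Times – 3 days compound exposure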
esBAF inh: Bmi1 luciferase reporter increase in mESCs, primary screen, esBAF inhibitor project, mouse ES cells, Bmi1 luciferase knock-in, single point | reporter increase, % at 12.5 µM | 2% of 350,000 active | AID 602393, 2012 | 24 h; 100% = twice the neutral-well signal; in the data active = activation above about 40%; inconclusive = no clear call, values can overlap the other calls;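 note: 0% = median of the plate's neutral control wells and 100% = double that signal; a rise in the Bmi1 reporter signal indicates esBAF inhibition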
RAD52 anneal inh: RAD52 DNA annealing inhibitors, primary screen, biochemical, FRET, single point, set 2; 0.46% of 360,000 active; AID 651710, 2012; DNA repair protein RAD52 homolog (Homo sapiens), P43351; inhibition, % at 18.7 µM; recombinant RAD52 DNA annealing, FRET fluorescence;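 active = every replicate showing at least 50% inhibition; inconclusive = mean inhibition at least 50% but not in every replicate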
Target sequence (P43351 whole entry, looked up): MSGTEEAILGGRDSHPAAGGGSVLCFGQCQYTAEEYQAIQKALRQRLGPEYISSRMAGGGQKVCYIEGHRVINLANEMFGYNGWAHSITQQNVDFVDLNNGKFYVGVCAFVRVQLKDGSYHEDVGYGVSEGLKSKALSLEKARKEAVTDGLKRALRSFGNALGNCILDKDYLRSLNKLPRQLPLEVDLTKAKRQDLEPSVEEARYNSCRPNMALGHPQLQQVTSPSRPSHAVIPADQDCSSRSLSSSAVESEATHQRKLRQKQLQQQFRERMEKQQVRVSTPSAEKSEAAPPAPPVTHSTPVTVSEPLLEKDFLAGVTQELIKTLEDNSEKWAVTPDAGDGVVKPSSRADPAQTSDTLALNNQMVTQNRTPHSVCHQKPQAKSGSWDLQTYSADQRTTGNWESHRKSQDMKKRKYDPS
Numbers without * were called inactive.

COc1ccc(S(=O)(=O)Nc2ccc3c(c2)C(=O)N([C@H](C)CO)C[C@H](C)[C@H](CN(C)C(=O)Nc2cccc4ccccc24)OCCCC[C@@H](C)O3)cc1 was read as EWS-Fli inh 4, E-selectin induc -0.1, RAD54 inh 0, Xi reactivation -0.7 and esBAF inh -3.
For NNC(=O)CSc1ncc(-c2ccccc2)[nH]1 the results were FN deposition inh -3, EWS-Fli inh -23, S100A4 inh HTS 3, Xi reactivation -0.1 and RAD52 anneal inh -5.
`CC(=O)N(C)C[C@H]1Oc2cc(-c3cccc(C#N)c3)ccc2S(=O)(=O)N([C@@H](C)CO)C[C@H]1C` gave FN deposition inh 14, EWS-Fli inh 10, S100A4 inh HTS 0, E-selectin induc 0.3, RAD54 inh 5, Xi reactivation -1.2, esBAF inh -1 and RAD52 anneal inh 4.
`Cc1ccc(S(=O)(=O)Nc2cccc3c2O[C@@H](CN(C)C(=O)Nc2c(C)noc2C)[C@H](C)CN([C@H](C)CO)C3=O)cc1` gave EWS-Fli inh -6, S100A4 inh HTS 4, E-selectin induc -0.2, RAD54 inh 0, Xi reactivation -0.8, esBAF inh -5 and RAD52 anneal inh 0.
`O=C(Cn1cc(C(F)(F)F)ccc1=O)N/N=C/c1ccccc1` gave FN deposition inh 9, EWS-Fli inh 6, S100A4 inh HTS 2, E-selectin induc 2.5, Xi reactivation 0.2 and RAD52 anneal inh -19.
For C[C@@H]1CN([C@@H](C)CO)C(=O)c2cccc(NC(=O)C3CCOCC3)c2O[C@@H]1CN(C)C(=O)Nc1ccc2c(c1)OCO2 the results were FN deposition inh 1, EWS-Fli inh -6, S100A4 inh HTS 9, E-selectin induc 0.0, RAD54 inh -5, Xi reactivation -0.2, esBAF inh 3 and RAD52 anneal inh 0.
Screening CC(C)(C)NC(=O)c1ccc(COCC(F)(F)F)o1 returned EWS-Fli inh -3, S100A4 inh HTS 5, RAD54 inh -3, esBAF inh -2 and RAD52 anneal inh -17.
CC(C)c1ccc(C2=NN(c3ccccc3)C(=O)CC2)cc1 was read as FN deposition inh 5, EWS-Fli inh 3, S100A4 inh HTS -1, Xi reactivation 0.1 and RAD52 anneal inh -11.
C#CCOCCOCCOCCNc1nc(N2CCN(C(=O)[C@H](CC(N)=O)n3cc([C@@H](N)CC(N)=O)nn3)CC2)nc(N2CCN(C(=O)[C@H](CC(N)=O)n3cc([C@@H](N)CC(N)=O)nn3)CC2)n1 was read as FN deposition inh 5, EWS-Fli inh -7, S100A4 inh HTS 1, E-selectin induc -0.1, RAD54 inh -35, Xi reactivation 0.0, esBAF inh -4 and RAD52 anneal inh -6.
Screening CN(C)CCCNC(=S)Nc1ccc(Br)cc1 returned FN deposition inh -1, EWS-Fli inh -14, S100A4 inh HTS -2, RAD54 inh -15, Xi reactivation 0.1, esBAF inh -3 and RAD52 anneal inh -13.
For CCCn1c(C(C)Nc2nc(-c3ccc(OC)cc3)cs2)nc2ccccc21 (stereo not given) the results were FN deposition inh -10, EWS-Fli inh -1, S100A4 inh HTS 2, E-selectin induc 0.1, RAD54 inh -9, Xi reactivation 0.0, esBAF inh -1 and RAD52 anneal inh -6.
For C#CCOCCOCCOCCNc1nc(N2CCOCC2)nc(N2CCN(C(=O)[C@H]([C@@H](C)CC)n3cc(CCCCN)nn3)CC2)n1 the results were FN deposition inh -2, EWS-Fli inh 3, S100A4 inh HTS -3, E-selectin induc 0.0, RAD54 inh -6, Xi reactivation 0.0, esBAF inh 3 and RAD52 anneal inh 15.
For CCCNC(=O)C[C@@H]1CC[C@H]2[C@@H](COC[C@@H](O)CN2Cc2ccncc2)O1 the results were FN deposition inh 8, EWS-Fli inh 8, S100A4 inh HTS -38, E-selectin induc 0.5, RAD54 inh -1, Xi reactivation 0.1, esBAF inh 2 and RAD52 anneal inh 9.
For O=C(NNC1CC(c2ccccc2)=NN1C(=O)c1ccccc1)c1ccccc1 (stereo not given) the results were FN deposition inh 1, EWS-Fli inh 1, S100A4 inh HTS -3, E-selectin induc 0.5, RAD54 inh -8, Xi reactivation 0.0, esBAF inh -8 and RAD52 anneal inh -16.
Screening N#Cc1sc2nc(C3CC3)cc(-c3ccc(Cl)cc3)c2c1N returned FN deposition inh -11, RAD54 inh 1, Xi reactivation 0.4 and esBAF inh -7.
CN[C@@H](CO)C(=O)NC[C@H]1O[C@@H](n2cnc3c(=O)[nH]c(N)nc32)[C@H](O)[C@@H]1O was read as FN deposition inh 6, EWS-Fli inh 2, S100A4 inh HTS -4, E-selectin induc 0.5, RAD54 inh -7, Xi reactivation 0.0, esBAF inh -4 and RAD52 anneal inh -21.
Screening Cc1ccc(OCC(=O)NNC(=O)c2ccccc2OCc2c(C)noc2C)cc1 returned FN deposition inh -7, EWS-Fli inh -14, S100A4 inh HTS 37, RAD54 inh 5, Xi reactivation 0.6, esBAF inh 2 and RAD52 anneal inh -5.
Screening COc1cccc(N2C(=O)C3C(C2=O)C3(c2ccccc2)c2ccccc2)c1 (stereo not given) returned FN deposition inh -6, EWS-Fli inh -9, S100A4 inh HTS -4, E-selectin induc 0.1, RAD54 inh -7, Xi reactivation -0.1, esBAF inh 12 and RAD52 anneal inh 1.
For NC(=O)c1cc2cc(Cc3ccccc3Cl)ccc2oc1=O the results were FN deposition inh -1, EWS-Fli inh -7, S100A4 inh HTS 3, E-selectin induc 0.4, RAD54 inh -10, Xi reactivation 0.0, esBAF inh 2 and RAD52 anneal inh -12.
Cn1c(=O)[nH]c(=O)c2c1nc(SCc1ccccc1Cl)n2CC(N)=O was read as FN deposition inh -3, EWS-Fli inh -8, S100A4 inh HTS -8, E-selectin induc 0.3, RAD54 inh 0, Xi reactivation 0.2, esBAF inh -3 and RAD52 anneal inh -19.
Cc1csc(NC(=O)CSc2nc3[nH]c(=O)cc(O)c3s2)n1 was read as EWS-Fli inh 32, S100A4 inh HTS 6, E-selectin induc -1.1, RAD54 inh 7, Xi reactivation 0.5, esBAF inh -4 and RAD52 anneal inh -7.
Screening COC(=O)c1cc2c(c3c4cc(OC)ccc4n(S(=O)(=O)c4ccc(F)cc4)c13)C(=O)N(C)C2 returned FN deposition inh 1, EWS-Fli inh 3, S100A4 inh HTS -2, E-selectin induc -0.1, Xi reactivation 0.0 and RAD52 anneal inh -31.
`O=C(C=P(c1ccccc1)(c1ccccc1)c1ccccc1)c1ccccc1-c1ccccc1C(=O)C=P(c1ccccc1)(c1ccccc1)c1ccccc1` gave FN deposition inh 8, EWS-Fli inh 50, S100A4 inh HTS -5, E-selectin induc -0.3, Xi reactivation 0.2 and RAD52 anneal inh -60.
`CC(C(=O)Nc1ccc(F)cc1Cl)N(C)CCOc1ccccc1` (stereo not given) gave FN deposition inh -9, EWS-Fli inh 14, S100A4 inh HTS -7, E-selectin induc 0.2, RAD54 inh -10, Xi reactivation -0.1, esBAF inh -5 and RAD52 anneal inh -7.
Screening O=C(Cc1ccccc1)NCc1n[nH]c(=S)n1-c1ccccc1 returned FN deposition inh 6, EWS-Fli inh 4, S100A4 inh HTS -3, Xi reactivation 0.0 and RAD52 anneal inh -12.
Screening C[C@H](CO)N1C[C@H](C)[C@@H](CN(C)C(=O)Nc2ccc(C(F)(F)F)cc2)Oc2ncc(/C=C/c3ccccc3)cc2C1=O returned FN deposition inh 1, EWS-Fli inh 2, S100A4 inh HTS 0, E-selectin induc 0.5, RAD54 inh 0, Xi reactivation -1.3, esBAF inh 3 and RAD52 anneal inh -3.
Screening COc1cccc(CN2CC3(C2)CN(C(=O)Nc2ccc(F)cc2)[C@H](CO)c2c3c3ccc(OC)cc3n2C)c1 returned EWS-Fli inh 2, S100A4 inh HTS 5, E-selectin induc -0.3, Xi reactivation 0.3 and RAD52 anneal inh 10.
`C[C@H](O)C#Cc1cnc2c(c1)C(=O)N([C@H](C)CO)C[C@@H](C)[C@@H](CN(C)C(=O)Nc1ccc(C(F)(F)F)cc1)O2` gave FN deposition inh 2, EWS-Fli inh -3, S100A4 inh HTS 16, E-selectin induc -0.5, RAD54 inh -3, Xi reactivation -0.8, esBAF inh 2 and RAD52 anneal inh -1.
For CC(C)C(NCC(=O)Nc1ccccc1C(=O)NC1CC1)c1ccccc1 (stereo not given) the results were FN deposition inh 2, EWS-Fli inh -10, S100A4 inh HTS -8, Xi reactivation -0.1, esBAF inh 7 and RAD52 anneal inh -10.
CCOc1ncccc1C(=O)Nc1ccc(F)c(Cl)c1 was read as FN deposition inh -5, EWS-Fli inh 8, S100A4 inh HTS 0, Xi reactivation 0.0 and RAD52 anneal inh 10.
O=C(NCCC1=CCCCC1)c1ccc(-n2cncn2)cc1 was read as FN deposition inh -10, EWS-Fli inh -69, S100A4 inh HTS 4, RAD54 inh -17, Xi reactivation 0.2, esBAF inh 42* and RAD52 anneal inh -20.
For CCC(=O)N1[C@@H]2c3ccc(C4=CCCCC4)c(=O)n3C[C@@H]2[C@@H](CO)[C@@H]1C(=O)Nc1nccs1 the results were EWS-Fli inh 1, S100A4 inh HTS -7, E-selectin induc -1.5, RAD54 inh 17, Xi reactivation 0.0, esBAF inh 2 and RAD52 anneal inh -1.
For O=C(NCc1ccccc1)C(c1ccco1)N1CCN(C(=O)C2CCCO2)CC1 (stereo not given) the results were FN deposition inh -1, EWS-Fli inh -1, S100A4 inh HTS -1, E-selectin induc -0.2, Xi reactivation 0.3 and RAD52 anneal inh -11.
`Cc1nnc2sc(SCC(=O)N3CCC(C)CC3)nn2c1=O` gave S100A4 inh HTS -1, E-selectin induc 0.6, RAD54 inh -5, Xi reactivation 0.1 and RAD52 anneal inh -14.
`C[C@@H]1CCC2[C@](C)(CO)[C@@H](O)CC[C@]2(C)[C@@]12CC[C@@](CO)(CC(=O)O)O2` (stereo not given in full) gave FN deposition inh 17, EWS-Fli inh 2, S100A4 inh HTS -4, E-selectin induc 0.0, RAD54 inh -5, Xi reactivation 0.0, esBAF inh -7 and RAD52 anneal inh -12.
`CCN(Cc1ccccc1)C(=O)COC(=O)c1cnc(C)cn1` gave FN deposition inh 8, EWS-Fli inh inconclusive, S100A4 inh HTS 2, RAD54 inh 5, Xi reactivation 0.4, esBAF inh -2 and RAD52 anneal inh -5.
`CCN(CC)CCCN(C(=O)c1ccccc1F)c1nc(-c2ccc(OC)cc2)cs1` gave FN deposition inh -9, EWS-Fli inh 28, S100A4 inh HTS -4, RAD54 inh 6, Xi reactivation 0.1, esBAF inh -24 and RAD52 anneal inh 13.
Screening Cc1ccc(S(=O)(=O)N2CCCC2)cc1C(=O)Nc1ccc(-n2cnnn2)cc1 returned FN deposition inh 3, EWS-Fli inh 2, S100A4 inh HTS 2, E-selectin induc 0.0, Xi reactivation 0.0, esBAF inh 8 and RAD52 anneal inh 0.
